NS5 inhibitors = Dengue-2 NS5 methyltransferase inhibitors, primary screen, biochemical, confirmation dose response (AID 588689) | inhibition, % at 25 µM; hits with a dose series show IC50 in µM | Genome polyprotein (Dengue virus type 2 (strain 16681-PDK53)) | actives 0.3% (n = 340,000) | Dengue-2 NS5 methyltransferase capping enzyme assay, biochemical; higher % means a stronger effect; in the data active = a potency from the dose series
AID2073 = inhibitors of Mint1-CaV2.2 protein interaction, biochemical, HTRF (AID 2073); HTRF protein-protein interaction, Mint1-CaV2.2; higher % means a stronger effect; actives 0.19% (n = 290,000); inhibition, % at 20 µM; hits with a dose series show IC50 in µM; in the data active = inhibition mostly above about 51%, no sharp cut-off; also: some results filed as inactive read as strong as hits
UTI89 phage lysis = inhibition of K1F phage lysis, E. coli UTI89, bacterial capsule biogenesis inhibitors, alamar blue (AID 488966) | one-dose inhibition, % at 100 µM; IC50 in µM for titrated hits | E. coli UTI89 K1F phage lysis, alamar blue, 2 h; higher % means a stronger effect | actives 0.02% (n = 340,000);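 active = phage lysis inhibition, versus mean bacterial control, above a set limit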;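 also: capsule biogenesis inhibitors block K1F phage lysis so surviving cells raise fluorescence; higher fluorescence means more inhibition of phage lysis; actives were called in the ten point dose series up to 300 µM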
NTR1 ag = agonists of NTR1, primary screen, imaging, U2OS cells, beta-arrestin-GFP, high content (AID 493036). activation, % at 20 µM. NTR1-U2OS beta-arrestin-GFP spot imaging, agonist mode. actives 0.17% (n = 330,000). Neurotensin receptor type 1 (Homo sapiens), P30989;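 active = activation at or above 40% of the spot to cytoplasm intensity ratio, with at least 20 cells analyzed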;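 also: 0% = DMSO without peptide and 100% = 100 nM NTR1 peptide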
Target sequence (P30989 whole entry, looked up): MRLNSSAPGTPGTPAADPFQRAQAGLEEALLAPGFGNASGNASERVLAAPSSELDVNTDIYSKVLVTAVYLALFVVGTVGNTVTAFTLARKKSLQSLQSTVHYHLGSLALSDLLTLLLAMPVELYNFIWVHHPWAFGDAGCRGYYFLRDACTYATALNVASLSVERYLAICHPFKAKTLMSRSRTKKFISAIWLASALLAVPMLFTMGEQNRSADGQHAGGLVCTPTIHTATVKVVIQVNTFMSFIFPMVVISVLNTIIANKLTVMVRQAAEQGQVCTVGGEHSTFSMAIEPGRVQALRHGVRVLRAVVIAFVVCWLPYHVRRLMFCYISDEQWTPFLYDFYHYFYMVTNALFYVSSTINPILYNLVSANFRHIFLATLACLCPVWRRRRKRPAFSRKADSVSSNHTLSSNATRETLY
WT yeast gro inh = growth inhibition of WT strain, primary screen, mitochondrial fusion inhibitor project, WT and mutant strains, chemical genetic. mitochondrial fusion phenotypic screen. inhibition, % at 10 µM. actives 2.1% (n = 190,000). AID 1362, 2008; in the data active = inhibition above about 58%; tested in S. cerevisiae
RSV CPE inhibition = RSV antiviral activity via CPE protection, HEp-2 cells, primary 10 µM value included (AID 2391). CPE inhibition, % at 10 µM, or IC50 in µM where a hit was titrated. actives 0.13% (n = 310,000). HEp-2 cells, RSV-induced CPE inhibition; higher % means a stronger effect; in the data active = a potency from the dose series; also: strong numbers were not always called active
GPR35 antagonists = GPR35 antagonists blocking zaprinast-driven arrestin recruitment, primary screen, imaging, U2OS, beta-arrestin-GFP, zaprinast agonist (AID 2058) | G-protein coupled receptor 35 (Homo sapiens) | U2OS GPR35 beta-arrestin-GFP translocation imaging, zaprinast antagonism; higher % means a stronger effect | inhibition, % at 10 µM; hits with a dose series show IC50 in µM | actives 0.052% (n = 290,000);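 active = inhibition of at least 50% with at least 30 cells and total cytoplasm GFP at most 10,000,000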
LYP phosphatase = inhibitors of LYP phosphatase, biochemical, fluorescence intensity, uHTS (AID 1779). recombinant LYP phosphatase, fluorescence intensity; higher % means a stronger effect. actives 0.054% (n = 290,000). one-dose inhibition, % at 11.5 µM; IC50 in µM for titrated hits; in the data active = inhibition above about 50%;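 also: plate controls were vehicle with enzyme for no effect and no enzyme for full effect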
Autophagy mod = autophagy modulators in MEF cells, primary screen, imaging, high-content, MEF GFP-LC3 | actives 0.98% (n = 190,000) | AID 463193, 2010 | calls only at 10 µM (by protocol) | MEF GFP-LC3 puncta imaging; test concentration mostly 10 µM;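 active = percentage of spot-positive cells more than 3 SD above its plate mean, without a fluorescence outlier flag or 80% toxicity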;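 also: spot-positive cell cutoff set from DMSO-treated cells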
WT yeast gro inh mutant strain = also measured in WT yeast gro inh; calls as there; inhibition, %; mitochondrial fusion phenotypic screen, mutant strain inhibition
Autophagy mod cell loss 18 h = second read-out of Autophagy mod, no call of its own (marks repeat the call); toxicity, %; measured here: cell loss, nuclei count;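 cell loss after 18 h compound exposure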
NTR1 ag cell count 20 µM = second read-out of NTR1 ag, no call of its own (marks repeat the call); cell count; measured here: cell count, cytotoxicity flag
NS5 inhibitors pilot replicate = also measured in NS5 inhibitors; calls as there; inhibition, %; measured here: pilot screen replicate inhibition
Starred values were filed as active, the others as inactive; i = inactive; x = not tested or not shown; & = joins results of further samples; [ ] = remark or other dose.

SMILES	NS5 inhibitors	AID2073	UTI89 phage lysis	NTR1 ag	NTR1 ag cell count 20 µM	WT yeast gro inh	WT yeast gro inh mutant strain	RSV CPE inhibition	GPR35 antagonists	LYP phosphatase	Autophagy mod	Autophagy mod cell loss 18 h	others
O=C(NC1CC2CCCC(C1)N2Cc1ccc(F)cc1)c1ccc(F)cc1 (stereo not given)	-10.1%	2.2%	-1.2%	1.3	60	x	x	-2.9%	-7.8%	-8.0%	x	x
C/C(=N\NC(=O)C(O)c1ccccc1)c1ccc(Cl)s1 (stereo not given)	-5.2%	2.8%	0.3%[50 µM]	-0.2	64	x	x	1.2%	8.7%	-6.9%	x	x
CCN1C(=O)[C@@H]2[C@@H](c3ccc(-c4ccc(Cl)c(Cl)c4)cc3)N3CCCC[C@@]3(C(=O)OC)[C@@H]2C1=O	-24.9%	x	2.1%	-3.9	75	x	x	4.7%	x	x	x	x
O=C(CSC1CN(C(c2ccccc2)c2ccccc2)C1)N/N=C/c1ccc(Cl)cc1Cl	-3.9%	7.7%	1.4%	8.1	38	x	x	x	5.7%	8.2%	x	x
CC(C)c1ccc2[nH]c(O)c(N=NC(=O)c3cccc(S(=O)(=O)Nc4cccc(Cl)c4)c3)c2c1	-1.6%	49.7%	0.0%	0.8	66	x	x	-1.5%	10.6%	-4.1%	x	x
COc1ccc(CN2CCSCC2)c(C)c1C	1.2%	-0.5%	0.6%	2.6	50	x	x	-0.9%	3.6%	-10.2%	x	x
COC(=O)Cn1nnc2c(cnn2-c2ccccc2)c1=O	6.6%	20.8%	0.3%	-1.0	59	-15.6	3.6	1.3%	0.3%	-1.7%	i	-10.6
O=C(Cn1ncc(N2CCCC2)c(Cl)c1=O)c1ccc(Cl)cc1	-7.9%	-3.7%	1.0%	1.1	44	9.6	11.6	5.6%	-4.8%	-0.9%	i	26.7
Cc1ccc(C(=O)Nc2ccc(N3CCCC3)cc2)cc1	-11.1%	-10.2%	1.1%	-0.9	38	-15.8	7.5	0.5%	8.9%	2.7%	i	-5.4
Nc1nc2c(c(=O)[nH]1)C(c1cccc3ccccc13)C1=C(N2)c2ccccc2C1=O (stereo not given)	0.7%	6.8%	-1.5%	x	x	-2.6	6.9	x	-5.0%	8.6%	i	-14.0
CN(C)c1cc(N/N=C/c2ccc(Cl)cc2)nc(N(C)C)n1	31.0%	-12.4%	-0.1%	x	x	70.8	79.6	x	-9.6%	0.4%	i	13.2
Cc1ccc(C(=O)NNC(=O)CCC(=O)Nc2cccc(Cl)c2C)cc1	2.9%	2.4%	0.2%	-0.6	37	-35.3	3.4	1.0%	5.9%	-0.8%	i	14.1
COc1ccc(OC)c(C2C(C(=O)c3cccs3)=C(O)C(=O)N2CCN(C)C)c1 (stereo not given)	-4.0%	-9.8%	0.9%	-0.8	88	14.9	1.5	1.2%	0.0%	-0.8%	i	-10.9
CC1CC(C)CN(CCCNC(=O)c2csc3c2CCCCC3)C1 (stereo not given)	-7.0%	10.8%	1.0%	1.0	42	x	x	-0.6%	2.4%	-10.1%	x	x
Cc1cccc(-c2noc(C(C)NC(=O)c3ccco3)n2)c1 (stereo not given)	-6.2%	-12.3%	0.4%	-0.6	47	x	x	4.8%	6.8%	-3.0%	x	x

Grouped by structure: the entries above containing four or more nitrogen atoms.
SMILES	NS5 inhibitors	AID2073	UTI89 phage lysis	NTR1 ag	NTR1 ag cell count 20 µM	WT yeast gro inh	WT yeast gro inh mutant strain	RSV CPE inhibition	GPR35 antagonists	LYP phosphatase	Autophagy mod	Autophagy mod cell loss 18 h	others
CC(C)c1ccc2[nH]c(O)c(N=NC(=O)c3cccc(S(=O)(=O)Nc4cccc(Cl)c4)c3)c2c1	-1.6%	49.7%	0.0%	0.8	66	x	x	-1.5%	10.6%	-4.1%	x	x
COC(=O)Cn1nnc2c(cnn2-c2ccccc2)c1=O	6.6%	20.8%	0.3%	-1.0	59	-15.6	3.6	1.3%	0.3%	-1.7%	i	-10.6
Nc1nc2c(c(=O)[nH]1)C(c1cccc3ccccc13)C1=C(N2)c2ccccc2C1=O (stereo not given)	0.7%	6.8%	-1.5%	x	x	-2.6	6.9	x	-5.0%	8.6%	i	-14.0
CN(C)c1cc(N/N=C/c2ccc(Cl)cc2)nc(N(C)C)n1	31.0%	-12.4%	-0.1%	x	x	70.8	79.6	x	-9.6%	0.4%	i	13.2

(continued)
SMILES	NS5 inhibitors	AID2073	UTI89 phage lysis	NTR1 ag	NTR1 ag cell count 20 µM	WT yeast gro inh	WT yeast gro inh mutant strain	RSV CPE inhibition	GPR35 antagonists	LYP phosphatase	Autophagy mod	Autophagy mod cell loss 18 h	others
O=C(O)CSc1ccc(Oc2ccc(SCC(=O)O)cc2)cc1	2.9%	-5.7%	0.0%	1.2	72	-5.6	-1.7	1.3%	-10.6%	-1.7%	i	18.0
COC(=O)c1oc2ccccc2c1NC(=O)c1ccccc1O	0.7%	13.8%	-2.2%	2.1	29	2.5	10.6	3.0%	7.7%	-4.7%	i	-3.5
Cc1ccc(C2CC(=O)NC(SCc3ccccc3)=C2C#N)o1 (stereo not given)	-0.7%	13.5%	0.1%	1.6	54	2.4	-7.6	7.5%	-5.6%	-3.6%	i	2.3
Cc1ccc2nc3c(cc(C(=O)NCCc4ccccc4)c(=N)n3CCN3CCOCC3)c(=O)n2c1	-4.1%	43.5%	0.4%	3.5	61	x	x	-0.3%	6.9%	-29.3%	x	x
COc1ccc(S(=O)(=O)N2CCCCC2)cc1NC(=O)C1CCCO1 (stereo not given)	x	5.9%	0.0%	-0.4	53	-5.3	16.5	-0.8%	-5.1%	-3.1%	i	-7.6
NC(=O)c1ccccc1NC(=O)c1ccccc1Cl	0.0%	3.3%	0.1%	1.6	56	x	x	0.5%	6.3%	-3.5%	x	x
O=C(N/N=C/c1ccco1)c1cc(-c2ccc(Cl)cc2)n[nH]1	2.3%	16.9%	0.7%	0.1	62	x	x	2.0%	4.2%	-0.2%	x	x
C=CCOCCN(CC)CC	-6.5%	5.3%	5.7%[50 µM]	x	x	x	x	1.4%	10.7%	-4.5%	x	x
CCN1C(=O)N(C(C)=O)C2C1N(C(C)=O)C(=O)N2C(C)=O (stereo not given)	-4.9%	11.7%	2.7%	2.2	49	8.4	-27.4	0.3%	1.0%	-2.8%	i	5.1
CNc1cc(CSC)nc(SCc2ccc(Cl)c(Cl)c2)n1	-7.0%	-13.6%	0.0%	10.0	51	4.7	2.3	0.0%	1.5%	-1.4%	i	-7.9
CCCCNC(=O)OC(C)CNC(=O)Oc1cccc(C)c1 (stereo not given)	-0.7%	-6.5%	0.1%	-0.2	32	-1.4	6.2	-0.3%	-4.2%	-4.5%	i	0.7
CCCCNC(NCCCC)=C(S(=O)(=O)CC)S(=O)(=O)CC	-2.0%	-0.1%	-0.1%	-0.7	74	0.8	22.0	-0.6%	-11.0%	0.4%	i	-18.9
CNC(=S)N1CCc2cc(OC)c(OC)cc2C1COc1ccc(F)cc1 (stereo not given)	-0.7%	-11.2%	-0.1%	-0.5	45	-17.1	-6.4	0.4%	-9.7%	2.3%	i	4.4
O=C(N/N=C/c1c(Cl)cccc1Cl)c1n[nH]c2c1CCCC2	-16.0%	6.9%	0.3%	-2.0	73	74.7*	-8.9*	9.1%	11.2%	-8.2%	i	-12.7
CCCc1cc(N2CCCC(C(=O)Nc3c(OC)cccc3OC)C2)n2ncnc2n1 (stereo not given)	-4.0%	-0.8%	2.5%	-0.4	78	-17.3	-5.5	0.0%	19.4%	-5.5%	i	-2.3
CCCc1nc(-c2ccccc2O)n(-c2ccccc2)n1	-3.2%	7.1%	0.9%	0.2	54	14.2	19.8	0.5%	-4.9%	-3.8%	i	3.5
CCOCCCNS(=O)(=O)c1cc(Br)cc2c1N(C(=O)C1CC1)CC2	-8.1%	-3.7%	0.2%	0.5	83	-7.0	-12.5	2.7%	-11.5%	-10.4%	i	8.2
CC(C)CNC(=O)CSc1nc2scc(-c3ccccc3)c2c(=O)[nH]1	-7.7%	5.8%	-0.2%	1.5	71	4.1	-6.1	0.8%	11.7%	-6.4%	i	4.4
Cc1cccc(C(=O)N2CCc3cc(-c4csc(NC(=O)CN5CCCC5)n4)ccc32)c1	-10.7%	3.4%	-0.1%	4.2	71	x	x	1.4%	-5.6%	-6.1%	x	x
CCOC(=O)CNC(=O)CSc1nc2cccnc2n1C1CCCCC1	0.8%	-18.1%	6.3%	-6.2	86	6.1	7.0	0.7%	-1.3%	-2.3%	i	26.3
COc1ccc(CCNC(=O)C2CCCN(S(=O)(=O)c3ccc(F)cc3)C2)cc1OC (stereo not given)	-1.3%	0.6%	0.0%	-0.3	59	x	x	1.3%	-1.1%	-6.0%	x	x
COc1cc(C(=O)OC(C)CN2CCOCC2)cc(OC)c1OC (stereo not given)	-2.1%&3.3%	4.9%&6.4%	1.2%&0.4%	-0.3&0.3	43&82	8.6	4.7	-0.5%&0.2%	21.9%&8.4%	-2.8%&4.4%	i	33.2
S=C(NCc1ccccc1)Nc1ccc2cn[nH]c2c1	-3.2%	-6.6%	-0.1%	0.2	51	x	x	1.3%	-4.4%	-4.3%	x	x
COc1ccc(C(=O)/C=C/Nc2ccccn2)cc1	-6.3%	1.4%	0.2%	0.1	62	24.2	25.4	2.7%	14.6%	-5.4%	i	0.1
Nn1c(Cc2ccccc2)nc2ccccc2c1=O	6.1%	x	0.6%	0.5	33	x	x	2.3%	x	x	x	x
Nc1nc(Oc2ccc(F)cc2)c(Br)c(=O)[nH]1	-9.2%	-6.5%	0.3%	1.0	64	x	x	3.0%	0.5%	-11.2%	x	x	NS5 inhibitors pilot replicate=-6.4
CCN(CC)C(=O)C(=O)c1cn(CC(=O)NCc2ccc3c(c2)OCO3)c2ccccc12	-3.0%	-2.2%	1.7%	0.7	55	-5.5	-5.1	-1.2%	-0.9%	-6.1%	i	0.8

Arranged by molar mass (smallest number first): part of the list above
SMILES	NS5 inhibitors	AID2073	UTI89 phage lysis	NTR1 ag	NTR1 ag cell count 20 µM	WT yeast gro inh	WT yeast gro inh mutant strain	RSV CPE inhibition	GPR35 antagonists	LYP phosphatase	Autophagy mod	Autophagy mod cell loss 18 h	others
Nn1c(Cc2ccccc2)nc2ccccc2c1=O	6.1%	x	0.6%	0.5	33	x	x	2.3%	x	x	x	x
CCOC(=O)CNC(=O)CSc1nc2cccnc2n1C1CCCCC1	0.8%	-18.1%	6.3%	-6.2	86	6.1	7.0	0.7%	-1.3%	-2.3%	i	26.3
Cc1cccc(C(=O)N2CCc3cc(-c4csc(NC(=O)CN5CCCC5)n4)ccc32)c1	-10.7%	3.4%	-0.1%	4.2	71	x	x	1.4%	-5.6%	-6.1%	x	x

Random draw from the library, and some 2.6% of all compounds hit somewhere here.
